Compound activity deposited in PubChem by National Center for Advancing Translational Sciences (NCATS).
TRHR agonist: qHTS for Small Molecule Agonists and Allosteric Enhancers of Human TRH Receptor: Primary Screen for Agonists; 360,000 compounds, 0.18% hits; AID 493084, 2011; TRHR cells, calcium flux fluo-8, FDSS agonist mode; activation, % at 2 µM; Thyrotropin-releasing hormone receptor (Homo sapiens), P34981; note: 0% is about no effect
Target sequence (P34981 whole entry, looked up): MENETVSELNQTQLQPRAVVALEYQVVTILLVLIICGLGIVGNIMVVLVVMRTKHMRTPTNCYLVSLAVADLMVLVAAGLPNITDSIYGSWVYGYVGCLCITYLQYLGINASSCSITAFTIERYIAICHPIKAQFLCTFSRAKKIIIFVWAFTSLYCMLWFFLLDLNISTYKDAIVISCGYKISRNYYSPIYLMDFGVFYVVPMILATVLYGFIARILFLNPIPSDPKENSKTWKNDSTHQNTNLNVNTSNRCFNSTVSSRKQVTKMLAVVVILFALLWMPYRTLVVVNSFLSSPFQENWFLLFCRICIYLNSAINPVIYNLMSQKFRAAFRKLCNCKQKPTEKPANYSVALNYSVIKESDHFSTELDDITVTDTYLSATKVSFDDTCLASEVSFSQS
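Fluo-8-loaded TRHR cells; 10 s baseline, compound added, kinetic Ca2+ fluorescence read 1/s, agonist mode.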
D1 agonist: Allosteric Agonists of the Human D1 Dopamine Receptor: qHTS; 360,000 compounds, 1% hits; D(1A) dopamine receptor (Homo sapiens), P21728; AID 504660, 2011; HEK293 T-REx D1 cells, calcium flux, agonist mode; activation, % at 2 µM; note: 0% is about no effect
Target sequence (P21728 whole entry, looked up): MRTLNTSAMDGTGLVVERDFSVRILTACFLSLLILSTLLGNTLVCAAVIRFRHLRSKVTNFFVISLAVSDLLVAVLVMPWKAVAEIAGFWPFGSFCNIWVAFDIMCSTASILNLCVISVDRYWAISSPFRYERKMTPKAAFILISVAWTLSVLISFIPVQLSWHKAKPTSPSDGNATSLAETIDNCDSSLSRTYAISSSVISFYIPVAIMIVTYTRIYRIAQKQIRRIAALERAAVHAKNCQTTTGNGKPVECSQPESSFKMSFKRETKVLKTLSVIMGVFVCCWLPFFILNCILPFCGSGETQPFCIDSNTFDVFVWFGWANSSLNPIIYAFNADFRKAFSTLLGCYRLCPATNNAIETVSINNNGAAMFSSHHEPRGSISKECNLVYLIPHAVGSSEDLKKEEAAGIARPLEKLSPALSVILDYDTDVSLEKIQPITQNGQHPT
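Agonism was scored from calcium flux recorded over 180 s (1 read/s) after pintool compound addition, following a 10-cycle baseline. Cells were inducible force-coupled HEK293 TREx D1, plated overnight at 30 C and loaded with no-wash calcium dye.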
D2 agonist: HTS Assay for Allosteric Agonists of the Human D2 Dopamine Receptor: Primary Screen for Agonists; D(2) dopamine receptor (Homo sapiens), P14416; HEK293 T-REx D2 cells, calcium flux agonist mode; activation, % at 2 µM; 340,000 compounds, 0.53% hits; AID 485358, 2010;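 active = activation over 3 SD above normal in the single-dose calcium agonist read, cut at about 30% in these data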; note: 0% is about no effect
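HEK293 Trex D2 cells, tetracycline-induced, o/n 30 C 5% CO2; no-wash Ca dye, RT 30–90 min; 10-cycle baseline, 23 nl cpd added, kinetic Ca read 180 s; agonist hits = positive Ca response.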
RXFP1 antag: qHTS Assay for Antagonists of the Relaxin Receptor RXFP1. Relaxin receptor 1 (Homo sapiens), Q9HBX9. HEK293-RXFP1, relaxin-stimulated cAMP HTRF, 30 min; active compounds read low. activity change, negative = inhibition, % at 57.5 µM. 350,000 compounds, 0.59% hits;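 active = activity change of -60% or lower, but not beyond a set lower limit; inconclusive = change between -60% and -40%, or beyond the set limit; inactive = change above -40%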; note: % is set by controls: 0 for no effect and ±100 for the full control effect
D1 potentiator: Potentiators of Human D1 Dopamine Receptor: qHTS. HEK293 TREx D1 cells, calcium flux, dopamine EC20 potentiation. D(1A) dopamine receptor (Homo sapiens), P21728. 360,000 compounds, 0.036% hits. potentiation, % at 10 µM. AID 504651, 2011; in the data active = potentiation above about 30%; note: 0% is about no effect
D2 potentiator: HTS Assay for Positive Allosteric Modulators of the Human D2 Dopamine Receptor: Primary Screen for Potentiators | D(2) dopamine receptor (Homo sapiens), P14416 | HEK293 T-REx D2, calcium flux, EC20 dopamine potentiation | potentiation, % at 10 µM | 340,000 compounds, 0.34% hits | AID 485347, 2010;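 active = potentiation over 3 SD above the plate norm, cut at about 30% in these data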; note: 0% is about no effect
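Potentiation of an EC20 dopamine calcium response is measured in a force-coupled, tetracycline-inducible Hek293 Trex D2 line. Compound-only kinetic reads over 180 s flag agonists before dopamine addition.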
D2 antag: HTS Assay for Allosteric Antagonists of the Human D2 Dopamine Receptor: Primary Screen for Antagonists | 340,000 compounds, 2% hits | AID 485344, 2010 | HEK293 TREx D2 cells, calcium flux, dopamine EC80 | D(2) dopamine receptor (Homo sapiens), P14416 | inhibition, % at 10 µM; in the data active = inhibition above about 30%; note: 0% is about no effect
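Overnight-induced (tetracycline, 30 C) HEK293 T-REx cells carrying force-coupled D2 receive a no-wash calcium dye, then compound, then EC80 dopamine at 180 s; signals are read kinetically throughout.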
D1 antag: Antagonist of Human D 1 Dopamine Receptor: qHTS; D(1A) dopamine receptor (Homo sapiens), P21728; 360,000 compounds, 3.2% hits; activity change, negative = inhibition, % at 10 µM; HEK293 TREx D1 cells, calcium flux, dopamine EC80; active compounds read low; AID 504652, 2011; in the data active = activity change below about -30%; note: % is set by controls: 0 for no effect and ±100 for the full control effect
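Compound effects on dopamine-evoked calcium signalling were measured in tetracycline-induced HEK293 Trex D1 cells. Dopamine at EC80 followed a 180 s compound pre-read, and fluorescence was tracked kinetically for 180 s more.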
TRHR PAM: qHTS for Small Molecule Agonists and Allosteric Enhancers of Human TRH Receptor: Primary Screen for Enhancers. Thyrotropin-releasing hormone receptor (Homo sapiens), P34981. TRHR cells, fluo-8 calcium fluorescence, EC20 TRH enhancement. enhancement, % at 2 µM. 360,000 compounds, 0.66% hits. AID 493056, 2011; in the data active = enhancement above about 30%; note: 0% is about no effect
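Enhancer read-out: after compound pinning and an initial kinetic agonist-mode read, an EC20 of TRH (10 nM final) was injected and fluo-8 calcium signal (Ex 480/Em 530) followed at 1 s/cycle for 100 cycles in TRHR-expressing cells.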
An asterisk follows results filed as active; ? = inconclusive; / = not tested or not shown. Cut-off read from the data, not from the text of the source, unless noted: active = activation above about 30%; inactive = the rest.

SMILES	TRHR agonist	D1 agonist	D2 agonist	RXFP1 antag	D1 potentiator	D2 potentiator	D2 antag	D1 antag	TRHR PAM
Cc1cccc(N(CC(O)Cn2c3ccccc3c3ccccc32)S(=O)(=O)c2ccc(F)cc2)c1 (configuration not stated)	1.4	4.6	0.7	/	-4.4	-2.7	/	8.0	8.8
Cc1cc(Nc2ccccc2F)n2nc(C)nc2n1	0.3	-0.2	0.3	12.1	-3.9	1.6	10.4	3.4	-3.3
Cc1cccnc1NC(=O)CCn1c(=O)oc2ccccc21	0.0	4.6	0.5	-9.4	3.0	0.9	12.6	-4.4	1.8
O=C(Nc1cccc(C(F)(F)F)c1)c1ccc(F)c(S(=O)(=O)N2CCc3ccccc3C2)c1	0.2	-0.3	-1.4	-19.4	1.9	/	/	-14.8	5.2
COc1ccc(OC)c(/C=N/NC(=O)c2cc3c(OC)cccc3[nH]2)c1	0.5	3.8	-0.5	-8.5	2.5	0.0	-8.8	5.2	-3.2
COc1ccc(OC)c(NC(=O)COC(=O)c2ccc(OC)c(S(=O)(=O)N3CCCC3)c2)c1	-0.3	2.3	0.4	-3.8	-6.3	2.2	-11.6	-1.7	2.8
N/C(=N\OC(=O)c1ccc([N+](=O)[O-])cc1)c1ccc(Br)cc1	0.4	-0.9	-0.2	-10.9	4.8	3.9	-15.5	-1.5	-3.0
CC(C)=CC(=O)OCC(=O)NC1CCCc2ccccc21 (configuration not stated)	-0.4	-1.4	-0.8	5.4	-4.8	-8.9	3.5	/	6.4
O=C(NNc1cccc(Cl)n1)c1c(F)cccc1F	0.8	8.2	0.5	5.9	-1.8	7.5	9.2	-6.0	17.7
COc1cc(-c2[nH]nc3c2C(c2ccoc2)C(C#N)=C(N)O3)cc(OC)c1OC (configuration not stated)	-0.3	-0.4	0.8	-3.6	0.1	-7.3	-22.3	5.2	-1.7
Cc1ccc(Cl)cc1NC(=S)N1CCC(c2ccccc2)C1 (configuration not stated)	0.3	1.0	0.6	-7.8	3.1	-2.0	-11.0	-13.0	-6.3
CN1c2cccc3cccc(c23)N(C)C1c1cccs1	-0.5	8.4	-1.6	2.8	-2.7	-11.5	-14.1	-3.9	-6.0
Cc1cc(C)c2c(CC(=O)N(Cc3ccc(N(C)C)cc3)Cc3ccco3)coc2c1	0.2	2.3	0.4	-17.7	3.1	10.3	/	4.8	-2.3
CCc1ccccc1Nc1ncnc2c1cnn2-c1ccc(C)cc1C	1.0	5.6	0.4	-9.5	-3.7	9.5	/	-6.3	3.5
CCCN1Cc2cccc(C(=O)NCCc3cccc(C)c3)c2C1=O	0.9	6.2	1.4	-1.5	5.7	11.9	12.8	-6.9	-3.9
O=C(O)[C@@H]1CCCN(S(=O)(=O)c2cccc3cccnc23)C1	0.4	-3.0	0.3	/	-2.9	11.7	0.0	/	9.8
COC(=O)c1cnn(-c2ccc(C(=O)Nc3ccc(OC(F)(F)F)cc3)cc2)c1N	-0.3	1.1	0.1	-2.6	-2.8	/	/	-10.8	-2.3
CCC(=O)Nc1cccc(C(=O)/C=C/c2cccs2)c1	0.4	4.1	2.4	-7.7	-4.2	-1.4	-4.0	-4.9	-5.1
CC(C)(CO)NC12CC3CC(CC(C3)C1)C2	0.4	3.3	1.6	-6.3	-1.1	-1.9	5.0	-9.6	-3.7
CCOC(=O)CSc1nnc(-c2ccc(OC)cc2)o1	-0.1	0.9	-0.6	-10.8	-0.1	1.8	/	-3.9	2.1
COc1cc2c(cc1OC)C1=NC(=O)CN1C(SCc1ccc(C)cc1)=N2	-0.1	1.1	1.0	0.5	2.0	5.1	6.3	-4.9	2.1
COc1ccc(-c2noc(CN(C)C(=O)c3ccoc3C)n2)cc1OC	-0.5	1.9	-0.2	2.7	-3.2	5.5	27.7	-1.0	7.2
CC(C)OCCCn1c(SCC(=O)N2CCCC2=O)nc2ccccc2c1=O	-0.5	1.2	/	-13.3	-0.7	4.7	/	-5.2	0.9
COc1cccc(CN2CCC(C(=O)Nc3ccc(-c4cccc(C)c4)cc3)CC2)c1O	-0.2	17.2	1.2	-9.6	-2.4	1.7	-5.6	-21.2	3.0
Cc1ccc(NC(=O)Cn2cccc2)cc1	-0.3	-3.7	0.2	-7.8	-7.5	-1.8	-1.9	6.3	-2.6
O=C(NNCC(O)COc1ccccc1)c1ccccc1 (configuration not stated)	-1.0	2.6	-1.0	-0.4	7.2	-4.1	-7.2	-13.8	7.2
O=C(O)c1ccc(N/N=C/c2ccc(OC(=O)c3cccc(Cl)c3)cc2)cc1	1.2	37.0*	0.9	?	-6.8	-14.6	12.2	-35.9*	-0.5
COC(=O)c1ccc(N=c2sc(C(=O)OC)cc(=O)n2C)cc1	-3.6	-0.2	-0.2	1.0	11.2	9.1	-15.7	5.0	-4.1
O=C(C(Cc1ccccc1)N1C(=O)C2C3C=CC(C3)C2C1=O)N1CCCCC1 (configuration not stated)	0.1	-1.5	0.3	/	5.2	9.9	-7.2	2.8	-3.0
CC(=O)Nc1ccc2sccc2c1	0.2	1.6	0.0	-5.6	-3.5	4.0	-3.8	-3.9	1.7
Cc1nn(Cc2c(F)c(F)c(F)c(F)c2F)c(C)c1NC(=O)c1c(-c2ccccc2)nn(-c2ccccc2)c1C	-0.1	2.4	0.9	11.8	-3.5	11.7	11.6	7.8	-1.0
CC(=O)N1c2ccc(S(=O)(=O)N3CCCCCC3)cc2CC1C(=O)NCc1ccccc1C (configuration not stated)	0.5	-0.3	2.4	/	0.1	/	/	3.1	5.0
O=C(Cc1ccccc1)NCc1ccc2c(c1)OCO2	-0.4	3.0	0.3	0.7	2.6	-1.6	1.4	-8.2	0.8
CCCCN(C)S(=O)(=O)c1ccc(C(=O)Nc2sc3c(c2C(N)=O)CC(C)(C)NC3(C)C)cc1	0.3	11.7	-0.2	/	-0.1	14.6	/	18.5	4.0
CN(c1ccccc1)c1cc(=O)[nH]c(=O)[nH]1	0.1	5.7	-0.2	5.8	1.9	12.8	-0.6	3.0	0.9
COc1ccc(CNC(=O)CCc2nc(-c3ccc(OC)cc3)no2)cc1	-0.7	3.5	-0.4	/	1.2	1.7	/	-16.8	-6.8
COc1ccc2c(C)cc(SCC(=O)Nc3cccnc3Cl)nc2c1	0.3	0.7	0.4	-21.3	-6.1	0.1	4.0	-12.2	2.8
C[C@H]1CNC(=O)C(=O)N1C[C@H](Cc1ccc(O)cc1)NC(=O)CC12CC3CC(CC(C3)C1)C2	0.4	4.9	-1.0	/	0.1	-1.1	-1.8	30.5	3.6
CN(c1ccccc1)S(=O)(=O)c1ccc(Cl)c(C(=O)OCC(=O)N2CCOCC2)c1	-0.2	11.3	/	10.6	-0.7	/	/	42.3	1.2
O=S(=O)(NCc1ccc(F)cc1)c1ccc2[nH]c3c(c2c1)CCCC3	0.0	2.0	1.0	-7.5	-1.2	-0.9	/	6.5	11.0
Cc1ccc(NC(=O)CCSc2nc(C)cc(C)n2)cc1	-1.2	-1.7	0.5	-4.6	-0.9	-10.1	1.8	-10.7	8.7
COc1ccc(CCn2c(N3CCN(Cc4ccccc4)CC3)nc3c2c(=O)[nH]c(=O)n3C)cc1	-1.3	-1.2	0.2	7.2	-3.6	6.8	-1.3	0.3	4.1
CCOc1ccc(-c2cccc(NS(=O)(=O)c3ccccc3[N+](=O)[O-])c2)nn1	-1.2	-0.5	-0.2	-1.4	4.1	22.1	13.6	1.9	0.5
CC(=O)Nc1cccc(-c2nn[nH]n2)c1	0.2	0.6	-0.4	-11.0	-1.4	0.9	0.9	7.3	-1.9
COc1ccc(CNC(=O)COC(=O)c2ccc(OCc3c(C)noc3C)cc2)cc1OC	-1.0	-0.8	0.7	12.4	-17.2	-2.8	11.9	-1.9	-3.1
CCC(C)(C)NC(=O)C(c1cccn1C)N(C(=O)Cn1nnc2ccccc21)c1ccc(F)cc1 (configuration not stated)	28.9	5.5	-0.4	-10.4	0.7	-0.3	5.4	1.7	-16.6
COCc1cc(=O)n2[nH]c(SC)nc2n1	1.0	0.9	0.2	-0.1	-5.7	35.6*	4.6	-10.5	2.4
CCOC(=O)C1(Cc2ccccc2)CCCN(CCCn2cccn2)C1 (configuration not stated)	0.3	0.1	-0.6	-15.3	-3.0	4.1	18.2	3.0	5.1
O=C(Nc1ccc2ncccc2c1)c1ccccc1Br	-0.2	0.8	-1.1	1.2	0.1	4.4	-12.4	1.2	-2.1
Cc1ccc(S(=O)(=O)c2c[nH]c3ccc(Cl)cc3c2=O)cc1	-0.3	1.7	0.0	-5.1	-8.7	3.0	3.7	-13.5	5.2

Other structures
SMILES	TRHR agonist	D1 agonist	D2 agonist	RXFP1 antag	D1 potentiator	D2 potentiator	D2 antag	D1 antag	TRHR PAM
Cc1ccc(C)c(Nc2ncccc2C(=O)NCc2cccs2)c1	0.7	0.3	0.0	-9.1	-8.8	2.5	-7.9	3.3	-2.9
CCCCNC(=S)Nc1ccc([N+](=O)[O-])cc1	0.6	19.4	/	5.8	-6.2	-5.3	/	-33.0*	-8.9
COC(=O)c1ccc2c(=O)n(Cc3ccco3)c(SCC(=O)Nc3ccc(C)c(Cl)c3)nc2c1	1.4	0.2	3.6	-4.1	-4.0	/	-16.5	5.2	-6.7
Cc1ccc(CSCCC(=O)N2CCN(c3cc(C)ccc3C)CC2)cc1	0.6	0.0	/	-15.1	-1.0	19.0	/	-0.6	-1.2

Fetched one by one from the entries so far, four records:
SMILES	TRHR agonist	D1 agonist	D2 agonist	RXFP1 antag	D1 potentiator	D2 potentiator	D2 antag	D1 antag	TRHR PAM
CCCCNC(=S)Nc1ccc([N+](=O)[O-])cc1	0.6	19.4	/	5.8	-6.2	-5.3	/	-33.0*	-8.9
COC(=O)c1ccc2c(=O)n(Cc3ccco3)c(SCC(=O)Nc3ccc(C)c(Cl)c3)nc2c1	1.4	0.2	3.6	-4.1	-4.0	/	-16.5	5.2	-6.7
Cc1ccc(C)c(Nc2ncccc2C(=O)NCc2cccs2)c1	0.7	0.3	0.0	-9.1	-8.8	2.5	-7.9	3.3	-2.9
Cc1ccc(CSCCC(=O)N2CCN(c3cc(C)ccc3C)CC2)cc1	0.6	0.0	/	-15.1	-1.0	19.0	/	-0.6	-1.2

Not a hit list; overall some 7.3% were active at least once.
